High-throughput results deposited in PubChem BioAssay by National Center for Advancing Translational Sciences (NCATS).
PLK1 PBD block – blocks phosphopeptide binding to human PLK1 polo-box domain. P53350. Plk1 PBD binding of FITC phosphopeptide, fluorescence polarization. Potency, µM, inactives show max response, negative = inhibition, actives largely listed as inhibitors. 2.8% of 360,000 active. AID 720504; note: potency is the fitted concentration of half-maximal effect; series mostly up to about 57 µM; % is set by controls: 0 for no effect and ±100 for the full control effect; nearly all actives have a fitted effect of over 65% in size
Target sequence (P53350 whole entry, looked up, the tested form may be a part): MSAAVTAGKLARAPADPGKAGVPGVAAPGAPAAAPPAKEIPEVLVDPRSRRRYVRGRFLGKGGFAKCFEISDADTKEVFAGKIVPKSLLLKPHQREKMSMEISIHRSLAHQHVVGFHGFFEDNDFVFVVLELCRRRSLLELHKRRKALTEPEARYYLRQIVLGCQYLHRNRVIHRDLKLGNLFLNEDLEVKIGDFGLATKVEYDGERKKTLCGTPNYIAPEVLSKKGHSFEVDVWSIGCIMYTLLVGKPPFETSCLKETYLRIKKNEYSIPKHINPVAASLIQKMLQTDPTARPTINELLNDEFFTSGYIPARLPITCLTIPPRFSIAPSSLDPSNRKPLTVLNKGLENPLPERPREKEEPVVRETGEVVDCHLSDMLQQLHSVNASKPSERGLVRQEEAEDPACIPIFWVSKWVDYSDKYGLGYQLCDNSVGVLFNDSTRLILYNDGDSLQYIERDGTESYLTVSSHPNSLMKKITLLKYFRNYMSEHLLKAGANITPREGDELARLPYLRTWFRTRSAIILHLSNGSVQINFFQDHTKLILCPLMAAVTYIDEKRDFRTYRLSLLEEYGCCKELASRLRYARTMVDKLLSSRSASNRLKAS
PI5P4Ka inh – inhibitors of human PI5P4K alpha; max response, %; P48426; 1.2% of 330,000 active; PI5P4Kalpha enzyme, ADP-Glo luminescence, 60 min; active compounds read low; active = max response of -50% or lower; inconclusive = between -30% and -50%; inactive = -30% or higher; note: value at the top dose of about 77 µM; % is set by controls: 0 for no effect and ±100 for the full control effect
Target sequence (P48426 whole entry, looked up): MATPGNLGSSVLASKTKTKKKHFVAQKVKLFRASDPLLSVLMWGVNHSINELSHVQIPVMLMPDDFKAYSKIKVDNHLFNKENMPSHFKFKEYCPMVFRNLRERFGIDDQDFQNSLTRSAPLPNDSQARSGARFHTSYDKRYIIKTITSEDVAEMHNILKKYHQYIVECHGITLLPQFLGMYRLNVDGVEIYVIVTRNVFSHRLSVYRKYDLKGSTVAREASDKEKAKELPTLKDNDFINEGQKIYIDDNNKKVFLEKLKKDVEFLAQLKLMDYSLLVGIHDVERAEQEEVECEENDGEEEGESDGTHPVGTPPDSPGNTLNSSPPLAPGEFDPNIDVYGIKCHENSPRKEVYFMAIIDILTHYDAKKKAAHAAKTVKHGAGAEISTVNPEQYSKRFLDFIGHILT
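Single end-point luminescence (ADP-Glo) quantified ADP from PI5P4Kalpha turnover; ATP 5 microM final, 1 h at RT, 0.1% CHAPS and 0.28 mM EGTA in HEPES pH 7.4.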
EPAC1 agonist – agonists of human EPAC1; Potency, µM (series often up to 154 µM), for inactives: top-dose activation, most hits filed as activators; AID 720707; 0.073% of 360,000 active; EPAC1 agonist qHTS, biochemical assay; response scale: 100% = response to 6.5 mM cAMP; O95398; note: potency is the fitted concentration of half-maximal effect; nearly all actives have a fitted effect of over 60% in size
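Multi-concentration qHTS readout: loss of Rap1B-bound BODIPY-GDP fluorescence driven by 100 nM EPAC1 with excess GDP (50 uM), monitored kinetically at room temperature; agonist response expressed relative to 6.5 mM cAMP.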
EPAC2 antag – antagonists of human EPAC2; Q8WZA2; EPAC2 GEF exchange of Rap1B-BODIPY-GDP, fluorescence; Potency, µM (top dose mostly 114 µM), without a hit: at the top dose activity, negative = inhibition, usual class: inhibitors; 0.18% of 360,000 active; AID 720708; note: potency is the fitted concentration of half-maximal effect; % is set by controls: 0 for no effect and ±100 for the full control effect; nearly all actives have a fitted effect of over 45% in size; many of its hits are not listed in these tables
CCT modulator – changes cytosolic chaperonin activity; activity change, % (concentration not given with the values), hits read low; AID 651819; 0.3% of 360,000 active; purified chaperonin ATPase assay, HTRF ADP detection, 30 min; in the data active = activity change below about -30%; note: % is set by controls: 0 for no effect and ±100 for the full control effect
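TRiC at 40 or 20 nM final (batch-dependent) in 30 mM Tris pH 7.4, 100 mM KCl, 5 mM MgCl2, 1 mM DTT, with compound at single 76 uM and 10 uM ATP, 30 min at 37 deg C. ADP detected by HTRF Transcreener, 665/615 ratio.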
WRN inhibitor – blocks human WRN helicase. Q14191. WRN helicase unwinding, fluorescent forked duplex, kinetic. Potency, µM (doses to about 114 µM), for inactives: top-dose activity change, negative = inhibition, usual class: inhibitors. 0.46% of 360,000 active; note: potency is the fitted concentration of half-maximal effect; % is set by controls: 0 for no effect and ±100 for the full control effect; nearly all actives have a fitted effect of over 55% in size
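Kinetic fluorescence helicase assay: unwinding of a quenched forked DNA duplex (100 nM final) with 2 mM ATP final raises red fluorescence (525/598 nm). Compounds sat 15 min at room temperature with 20 nM WRN beforehand.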
EPAC1 antag – EPAC1 (human) antagonism; Potency, µM (titrated, usually from 115 µM), without a hit: top-dose activity change, negative = inhibition, usual class: inhibitors; AID 720709; 0.14% of 360,000 active; O95398; EPAC1 GEF assay, Rap1b-BODIPY-GDP exchange fluorescence;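 note: potency is the fitted concentration of half-maximal effect; plate controls were vehicle for no effect and positive control for full effect; nearly all actives have a fitted effect of over 50% in size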
MmCpn inh – M. maripaludis TRiC chaperonin inhibition. Potency, µM (series often up to 76.9 µM), inactives show at the highest dose activity, negative = inhibition, hits mostly inhibitors. 0.031% of 330,000 active. purified Mm-Cpn ATPase, ADP Transcreener TR-FRET. AID 504842; note: potency is the fitted concentration of half-maximal effect; % is set by controls: 0 for no effect and ±100 for the full control effect; nearly all actives have a fitted effect of over 80% in size
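Quantitative HTS used 25 nM Mm-CPN and 10 uM ATP in magnesium/KCl Tris buffer, pH 7.4, with 1 mM DTT. Hydrolysis ran 30 min at 37°C; ADP was read by HTRF.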
The depositor's hits bear a star; ? = inconclusive; · = no result given; [ ] = dose if it differs, or a comment. Unless noted, calls come from the whole dose curve; as a rule, active = well fitted curve in the direction sought with a large enough effect; inconclusive = small, poorly fitted or top-dose-only effect, or another doubt; inactive = no such curve, though single readings can be large; an effect the other way counts as inactive or inconclusive.

mol	PLK1 PBD block	PI5P4Ka inh	EPAC1 agonist	EPAC2 antag	CCT modulator	WRN inhibitor	EPAC1 antag	MmCpn inh
CCCCN(C(=O)CSCC(=O)Nc1cccc(C)c1)c1c(N)n(CCCC)c(=O)[nH]c1=O	-2.2%	-3.0	0.5%	-4.4%	-0.9	20.4%	8.8%	-3.6%
Cc1cc(C)nc(SCC(=O)OCC(=O)Nc2ccccc2)n1	-3.9%	1.4	-3.4%	-7.4%	1.2	4.9%	-28.3%	1.6%
CC(C)c1ccc(N(CC(=O)NC2CCCCC2)C(=O)CCC(=O)Nc2ccccn2)cc1	1.9%	6.0	5.9%	-7.0%	3.6	-4.0%	9.8%	-1.6%
Cc1c(-n2cc(C(=O)c3cc(F)ccc3O)cc(C#N)c2=O)c(=O)n(-c2ccccc2)n1C	1.0%	0.7	17.5%	4.0%	1.0	-23.4%	-21.3%	-2.6%
CCOC(=O)c1ccc(N=Cc2c(O)c3ccccc3oc2=O)cc1	-0.7%	2.3	4.8%	-2.6%	0.8	-7.7%	-11.2%	-9.1%
COc1cccc(CN2CC(C(=O)NCCc3cn4cccnc4n3)CCC2=O)c1 (stereo not given)	4.7%	-3.2	2.8%	10.2%	-2.0	1.6%	15.5%	·
COc1ccc(-c2[nH]ncc2Oc2ccccc2OC)c(O)c1	-1.8%	·	24.0%	-5.7%	0.8	-9.1%	-0.1%	-0.3%
COC(=O)c1sccc1NC(=S)N1CCCCC1	-4.3%	-3.7	1.4%	-6.6%	-2.7	-3.1%	-11.3%	-2.4%
COc1ccc(Oc2cccc(Cl)c2CNC(=O)CCC(=O)O)cc1	-9.1%	7.3	-5.6%	23.8%	1.5	-27.7%	-17.0%	-2.8%
COC(=O)CCN(C(=O)c1ccc(N2CCCCC2)c([N+](=O)[O-])c1)c1ccccn1	-4.4%	0.3	-0.1%	-5.9%	0.3	-6.2%	-9.2%	-2.4%
CCc1sc(C(=O)NC2CCN(C)CC2)cc1Br	-0.9%	16.5	-6.9%	10.1%	3.0	-5.8%	-5.8%	0.3%
CCCCC(=O)Nc1cccc(-c2ccc3nncn3n2)c1	-7.2%	1.8	15.3%	5.3%	0.4	-4.1%	-3.0%	2.4%
O=C(NCc1csc(-c2cccs2)n1)Nc1ccc(F)cc1F	-3.6%	-3.4	-5.2%	-0.1%	2.2	-7.7%	-5.2%	-7.5%
C=CCN1CCc2c(cc(O)c(O)c2Cl)C(c2ccccc2)C1 (stereo not given)	-4.5%	-18.9	-4.0%	-13.3%	0.3	1.2%	-11.4%	-0.4%
CCOC(=O)c1ccc(N2C(=O)c3n[nH]c(C)c3C2c2ccccc2)cc1 (stereo not given)	-1.1%	·	15.4%	-11.4%	-0.9	-14.2%	-12.2%	-3.2%
CCCNC(=O)c1ccccc1NC(=O)c1ccccc1N(C)S(C)(=O)=O	-3.8%	-5.8	13.1%	0.4%	-2.3	-3.1%	5.7%	-5.5%
CCn1ncc(CN2CCC(Oc3cc(C(=O)NC4CC4)ccc3OC)CC2)c1C	-0.8%	1.4	-7.9%	2.6%	3.0	-26.4%	0.1%	-22.2%
COc1c(/C=N/NC(=O)[C@H]2C[C@@H]2c2ccccc2)c(CCN(C)C(C)=O)cc2c1OCO2	-15.2%	3.3	-3.6%	11.6%	0.5	-26.7%	-9.8%	0.9%
O=C(c1cc(-c2cccc(Cl)c2)nc2ccccc12)N1CCN(c2ccccn2)CC1	-10.5%	2.3	-0.3%	-4.7%	0.0	-21.8%	-15.6%	-1.4%
CC(C)CC(=O)c1c[nH]c(C(=O)NCc2ccc(F)cc2)c1	0.6%	-0.8	4.3%	-3.9%	0.3	-7.9%	1.6%	1.8%
CCN1CCN(CCCNC(=O)CNC(=O)c2nn(-c3ccc(OC)cc3OC)c(=O)c3ccccc23)CC1	-8.1%	0.3	-2.7%	1.2%	1.6	-2.6%	3.1%	3.3%
COC(=O)c1ccc(N2NC(=O)/C(=C/c3ccc(OC)c(OC)c3)C2=O)cc1	21.2µM*	-18.1	5.6%	3.9%	-0.4	-24.0%[11.6 µM]	4.5%	0.2%
Cc1cc(C)c2c(-n3cccc3)nn(C)c2n1	-8.9%	4.6	-0.6%	24.0%	2.0	-8.7%	2.0%	-1.6%
O=C(NC(CSC(=O)c1ccccc1)C(=O)O)OCc1ccccc1 (stereo not given)	-10.9%	-2.7	3.0%	3.2%	0.3	-0.6%	-27.5%	·
CN(C)Cc1c(O)ccc2c1O/C(=C\C=C\c1ccccc1)C2=O	-23.0%	-6.5	27.6%	45.3%[activator]	-2.1	-0.8%	47.7%[activator]	-8.4%
COc1c2ccccc2nc2ccccc12	-13.8%	-10.4	-8.7%	2.9%	-0.5	11.7%	-2.4%	-6.8%
Cc1cc(C(=O)COC(=O)c2ccc(N)cc2)c(C)n1-c1c(C)n(C)n(-c2ccccc2)c1=O	0.5%	3.1	2.0%	1.6%	0.3	-12.5%[57.1 µM]	-7.0%	-1.1%
O=C(COC(=O)CCOc1ccccc1)Nc1cc(S(=O)(=O)N2CCCCC2)ccc1Cl	-9.7%	2.2	2.1%	-6.4%	-1.7	-1.1%	-5.9%	-1.0%
CCN(CC)CCNc1oc(-c2ccccc2)nc1S(=O)(=O)c1ccccc1	-11.3%	3.0	15.7%	1.1%	-2.0	-3.7%	9.3%	-2.5%
O=C(Nc1nnc(S(=O)(=O)N2CCCC2)s1)c1ccccc1Br	-1.7%	0.5	-13.7%	-17.2%	-9.3	-4.9%	-7.2%	2.5%
Cc1cc(C)c2cc(C#N)c(NCCNC(=S)NCCCN3CCOCC3)nc2c1	-3.3%	11.6	5.2%	9.4%	-2.0	-6.5%	-1.2%	?
CC1CN(c2nc(N(C)c3ccccc3)nc(N)c2[N+](=O)[O-])CC(C)O1 (stereo not given)	-7.7%	-2.4	11.2%	-18.3%	-1.7	11.4%	2.8%	0.9%
COc1ccc(Cl)cc1C(=O)Nc1nc2ccccc2[nH]1	-13.2%	-0.5	-5.2%	6.9%	-1.7	-8.1%	-15.6%	-9.5%
COc1ccc(CCCC(=O)NCc2ccccc2)cc1C	1.6%	0.5	1.2%	4.9%	0.6	-3.6%	-22.0%	-0.8%
C[C@@H]1CC=C[C@@H]2[C@H]1C(=O)N(Cc1ccccc1)[C@H]2c1cccc(Br)c1	-3.8%	-2.9	-2.5%	-5.7%	-4.4	5.9%	-0.4%	2.3%
c1ccc(-c2nnc(SCc3nc4ccccc4[nH]3)n2Cc2ccco2)cc1	-8.5%	·	7.3%	0.9%	-1.1	2.2%	0.2%	-2.7%
CC1(C)C(C=C(Cl)Cl)C1C(=O)Nc1ccc([N+](=O)[O-])cc1 (stereo not given)	-8.5%	6.1	2.7%	-25.6%	-1.0	?	-21.8%	0.9%
COCCC1CCCCN1Cc1cn(-c2ccccc2)nc1-c1ccc2c(c1)OCO2 (stereo not given)	1.1%	3.9	-2.4%	3.8%	0.6	3.4%	-4.4%	-0.7%
Cc1ccc(C(=O)Oc2coc(CSc3nnc(NC(=O)c4cccs4)s3)cc2=O)cc1C	-4.8%	?	-9.9%	12.3%	-0.4	-4.2%[11.6 µM]	-2.4%	-2.7%
O=C(NN=Cc1ccc(Cl)cc1Cl)C1CC1	-3.0%	-1.3	-3.4%	1.6%	-1.0	8.1%	-11.1%	·
COc1ccc(CCNC(=O)CN(C2CCCCC2)S(C)(=O)=O)cc1	-0.8%	6.9	-2.6%	1.5%	-0.4	0.0%	-2.9%	1.5%
O=C1CCCS(=O)(=O)c2ccccc21	-15.1%	6.7	10.2%	-9.6%	-2.7	0.1%	?	-0.3%
O=C(NCc1ccc(F)c(F)c1)C1Cc2c(-c3ccc4c(c3)OCO4)ccnc2O1 (stereo not given)	-1.8%	-0.3	-19.0%	-10.6%	-0.9	1.1%	-21.8%	·
CCCCN(CC(=O)NC1CC1)S(=O)(=O)c1ccc(OCC)cc1	-10.2%	0.9	9.0%	3.3%	-4.8	11.0%	-23.3%	1.7%
COc1cccc(-c2cc(C(=O)Nc3ccn(Cc4ccc(C)cc4)n3)no2)c1	-4.5%	5.2	3.5%	3.7%	2.1	1.8%	-18.9%	-8.3%
O=C1C2C(C(=O)N1/N=C/c1cc([N+](=O)[O-])ccc1O)C1C=CC2C12CC2 (stereo not given)	-6.5%	·	5.1%	-2.1%	-0.3	5.0%	-1.9%	0.7%
CCOc1ccc(Oc2c(/C=N/NC(=O)C3CC3)c(C)nn2-c2ccccc2)cc1	-1.6%	2.0	-16.3%	3.3%	2.7	7.8%	-8.8%	2.2%
O=C(COc1cccnc1[N+](=O)[O-])Nc1c(Cl)cccc1Cl	-8.3%	-3.4	8.9%	-12.0%	-3.2	5.4%	-3.2%	-0.1%
COc1ccc(S(=O)(=O)N/N=C\c2ccc([N+](=O)[O-])o2)c(OC)c1	-13.1%	-3.1	-6.2%	9.3%	0.1	-12.3%	-0.6%	-6.5%
COc1ccc(NC(=O)C2CCCN(S(=O)(=O)c3ccccc3)C2)c(OC)c1 (stereo not given)	1.3%	0.5	-3.3%	-0.3%	-0.3	-0.5%	-8.4%	0.6%
CSc1cccc(NC(=O)CSc2ccccc2)c1	?	-3.8	4.9%	2.2%	-1.7	-4.6%	-2.9%	0.6%
CCOC(=O)C1CCN(C(=O)Nc2ccc(OC)c(OC)c2)CC1	-1.4%	·	2.0%	6.4%	-2.5	-1.0%	1.5%	0.4%
CC(C)CNC(=O)C(=O)Nc1ccc2c(c1)N(S(=O)(=O)c1cccs1)CCC2	4.3%	1.1	-0.7%	-5.4%	-2.8	-3.5%	?	-3.8%

Some of the compounds tested; count on the stated rates, not on these rows.
